# From PubChem BioAssay
# Mcl-1 Bim block: disrupts Bim peptide binding to human Mcl-1 | Q07820 | Bead-based flow cytometry, Bim peptide-Mcl-1 binding | inhibition, % at 10 µM | hit rate 0.1% among 190,000 | AID 1009; in the data active means inhibition above about 40%;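 further: 0% = no compound tracer wells and 100% = peptide blocker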
# Target sequence (Q07820 whole entry, looked up): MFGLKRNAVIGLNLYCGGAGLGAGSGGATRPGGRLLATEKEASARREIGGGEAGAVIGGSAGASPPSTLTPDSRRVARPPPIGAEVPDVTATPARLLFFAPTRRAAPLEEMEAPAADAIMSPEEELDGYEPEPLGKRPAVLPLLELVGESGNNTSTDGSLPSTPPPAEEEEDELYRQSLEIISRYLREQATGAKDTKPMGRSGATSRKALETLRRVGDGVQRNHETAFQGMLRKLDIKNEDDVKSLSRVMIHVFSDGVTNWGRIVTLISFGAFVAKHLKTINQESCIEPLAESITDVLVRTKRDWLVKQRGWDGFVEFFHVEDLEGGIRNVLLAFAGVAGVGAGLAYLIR
# HRas wt GTP bind: modulators of GTP binding to human HRas wildtype. P01112. GST-Ras wt beads, Bodipy-FL-GTP binding, flow cytometry; actives lie on both sides. GTP binding activity, % at 10 µM. hit rate 0.14% among 190,000. AID 759;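 active means GTP binding activity at least 20% away from the 100% baseline, either lowered as inhibitor or raised as activator; inconclusive means flagged as likely green fluorescent, judged across all proteins in the well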;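 further: 0% = unlabeled GTP competition control and 100% = no-compound control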
# Target sequence (P01112 whole entry, looked up): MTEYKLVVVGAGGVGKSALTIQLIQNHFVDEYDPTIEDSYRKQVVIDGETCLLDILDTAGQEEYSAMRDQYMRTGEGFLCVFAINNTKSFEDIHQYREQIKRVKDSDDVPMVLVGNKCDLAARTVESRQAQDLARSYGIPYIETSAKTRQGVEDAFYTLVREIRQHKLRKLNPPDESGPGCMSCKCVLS
# Rab2 wt GTP: changes GTP binding to wildtype dog Rab2A, up or down | P61105 | GST-Rab2 wt beads, Bodipy-GTP binding, flow cytometry | GTP binding activity, % at 10 µM | hit rate 0.19% among 190,000;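 active means GTP binding activity at least 20 points away from 100%, either lowered or raised; inconclusive means signal likely due to the compound's own green fluorescence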;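 further: 0% = beads with excess unlabeled GTP and 100% = no-compound control corrected for plate trend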
# Rac1 wt modul: modulators of human Rac1 wildtype GTP binding; hit rate 0.27% among 190,000; GST-Rac1 beads, fluorescent GTP binding, flow cytometry; actives lie on both sides; 0 = cold GTP competed, 100 = untreated; GTP binding activity (% of control), % at 10 µM; AID 757;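 active means GTP binding activity at least 20 points away from the 100% control level, either lower or higher; inconclusive means compound flagged as likely green fluorescent, judged across all proteins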
# Rac1 mut GTP: alters GTP binding to activated mutant human Rac1; P63000; GST-Rac1 activated beads, fluorescent GTP binding, flow cytometry; actives lie on both sides; 100% means binding = to untreated wells; percent activity (GTP binding), % at 10 µM; hit rate 0.11% among 190,000;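 active means GTP binding at least 20 percentage points away from the 100% baseline, in either direction, so actives lie on both sides; inconclusive means Compound likely fluorescent itself, or too few beads counted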
# Pf gametocyte: P. falciparum stage V gametocyte viability inhibition; hit rate 0.065% among 150,000; P. falciparum stage V gametocytes, ATP luminescence, 24 h; inhibition, % at 10.9 µM; AID 743093;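 active means inhibition above the mean plus 3 SD of compounds within the control limits, set per campaign, cut at about 38% in these data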;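 further: 0% = DMSO wells and 100% = medium only without gametocytes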
# Mcl1-Bid inh: disrupts binding of human Mcl-1 to Bid peptide. hit rate 0.97% among 220,000. TR-FRET Mcl-1/Bid-Dy647 peptide binding, 1536-well. inhibition, % at 21.7 µM;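 active means compounds that cut the binding signal by more than half at the single screening dose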;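 further: His-tagged Mcl-1 with europium anti-His antibody binding Bid BH3 peptide; 0% = Mcl-1 plus peptide wells and 100% = peptide-only wells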
# Rab7 wt modul: alters GTP binding to wildtype dog Rab7. GST-Rab7 beads, fluorescent GTP binding, flow cytometry; actives lie on both sides; untreated = 100%, excess cold GTP = 0%. hit rate 0.055% among 190,000. GTP binding activity (percent of control), % at 10 µM;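 active means fluorescent GTP binding to Rab7 beads changed by at least 20 points from the 100% baseline, either direction, mostly lower; inconclusive means compound itself probably fluorescent, or too few beads counted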;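 further: median green fluorescence of bound Bodipy-FL-GTP per Rab7 bead population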
# Cdc42 wt GTP: human Cdc42 wildtype GTP binding change, either direction; AID 761; hit rate 0.2% among 190,000; GST-Cdc42 beads, Bodipy-GTP binding, flow cytometry; actives lie on both sides; percent activity (GTP binding), % at 10 µM;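 active means percent activity GTP binding at least 20 points away from the 100% baseline, either down as inhibitor or up as activator; inconclusive means compound flagged as likely green fluorescent from well-wide comparison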;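 further: median bead fluorescence of bound Bodipy-FL-GTP at 100 nM; 0% = excess unlabeled GTP control and 100% = no compound control; below 100% means less GTP binding so inhibitor and above means activator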
# Target sequence (P60953 whole entry, looked up): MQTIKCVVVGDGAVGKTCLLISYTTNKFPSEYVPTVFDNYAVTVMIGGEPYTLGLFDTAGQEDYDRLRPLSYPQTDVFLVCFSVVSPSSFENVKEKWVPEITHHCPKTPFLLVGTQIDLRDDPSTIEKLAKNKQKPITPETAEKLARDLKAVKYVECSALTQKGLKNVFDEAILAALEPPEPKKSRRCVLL
# Mcl1-Noxa inh: Mcl-1/Noxa interaction inhibition; Q07820; TR-FRET Mcl-1/Noxa peptide binding, 2 h; inhibition, % at 21.7 µM; hit rate 1.5% among 220,000;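 active means compounds that cut the protein-peptide binding signal by more than 50% relative to plate controls in a single-dose test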;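 further: His-tagged Mcl-1 with rhodamine Noxa BH3 peptide and terbium anti-His antibody; 0% = Mcl-1 plus Noxa peptide wells and 100% = peptide-only wells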
# RGS8-Gao: regulators of human RGS8-Galphao interaction. P09471. hit rate 0.34% among 220,000. response (percent of control binding), % at 10 µM. multiplexed bead flow cytometry, RGS8-Galphao binding; actives lie on both sides; in the data active means response below about 60% or above about 140%; inactive means in between;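 further: Galphao activated as the GDP aluminium fluoride complex binding bead-coupled RGS8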
# Target sequence (P09471 whole entry, looked up): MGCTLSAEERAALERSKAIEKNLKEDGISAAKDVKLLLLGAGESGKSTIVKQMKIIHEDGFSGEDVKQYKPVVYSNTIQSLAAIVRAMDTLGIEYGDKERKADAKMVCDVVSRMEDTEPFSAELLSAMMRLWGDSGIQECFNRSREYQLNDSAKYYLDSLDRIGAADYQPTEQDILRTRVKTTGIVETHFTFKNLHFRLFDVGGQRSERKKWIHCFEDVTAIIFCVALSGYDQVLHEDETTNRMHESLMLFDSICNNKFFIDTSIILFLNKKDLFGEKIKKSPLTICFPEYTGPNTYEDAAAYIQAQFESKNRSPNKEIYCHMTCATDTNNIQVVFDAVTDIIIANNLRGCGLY
# Starred values were filed as active, the others as inactive; ? = inconclusive; · = not tested or not shown. Compounds were not picked by outcome (roughly 2.9% active in at least one column).
entry	mol	Mcl-1 Bim block	HRas wt GTP bind	Rab2 wt GTP	Rac1 wt modul	Rac1 mut GTP	Pf gametocyte
1	CC(C)C(=O)N=C1SC2CS(=O)(=O)CC2N1Cc1ccccc1 (stereo not given)	-5	97	96	100	99	-9
2	COc1ccccc1/C=C/C=N/NC(=O)c1cnccn1	-2	92	94	96	95	9
3	C/C(CC(=O)Nc1ccc(OCc2ccccc2)cc1)=N\NC(=O)C(=O)Nc1ccccc1C	1	99	95	103	94	-20
4	CC(=O)c1ccc(NC(=O)C(C)N(C)CC(=O)Nc2ccccc2Cl)cc1 (stereo not given)	-4	96	98	99	100	-6
5	COC(=O)C1=C(C)N(C2CCCCC2)C(=O)/C1=C\c1cccs1	0	95	100	97	92	14
6	N#Cc1ccc(NC(=O)COC(=O)CCNS(=O)(=O)c2ccccc2)cc1	-5	102	101	106	102	9
7	Cc1cc(C)c(NC(=O)COC(=O)C2CCC(=O)N2)c(C)c1 (stereo not given)	-4	100	102	98	96	-5
8	Cc1ccc(Cn2cccc2/C=C2/C(=N)N3C=CSC3=NC2=O)cc1	-3	96	100	100	98	22
9	O=C(NCC1(c2ccccc2)CCOCC1)c1cccs1	1	97	101	102	96	-1
10	CC(C)N1C(=O)C2C(C(=O)NC3CCCCC3)C3C=CC2(O3)C1C(=O)NC1CCCC1 (stereo not given)	0	102	100	101	99	·
11	O=C(O)CN(c1ccccc1)C1SC(=O)NC1=O (stereo not given)	0	101	102	107	100	·
12	Cc1cccc(Cn2nnc3c2C(=O)c2ccccc2C3=O)c1	-2	100	100	103	100	1

entry	Mcl1-Bid inh	Rab7 wt modul	Cdc42 wt GTP	Mcl1-Noxa inh	RGS8-Gao
1	-6	96	102	14	102
2	-13	93	95	10	106
3	-54	99	96	-9	100
4	8	96	98	6	102
5	-10	106	93	-4	99
6	-31	97	103	16	100
7	-20	99	101	0	103
8	11	99	102	20	110
9	-19	109	97	17	100
10	-6	105	96	1	101
11	-26	100	104	7	98
12	6	101	99	17	99

# The results go on.
entry	mol	Mcl-1 Bim block	HRas wt GTP bind	Rab2 wt GTP	Rac1 wt modul	Rac1 mut GTP	Pf gametocyte
13	COc1cc(/C=N/NC(=O)c2cncc(Br)c2)ccc1OC(=O)c1ccc2c(c1)OCO2	-1	105	104	102	102	·
14	O=C(Nc1ccccn1)c1ccc(Cl)c([N+](=O)[O-])c1	3	100	99	100	96	·
15	O=C(c1cc(Cl)nc2ccccc12)N1CCCCC1	-4	92	93	89	92	·
16	COc1cccc(-n2nnc3c(=O)n(Cc4ccccc4Cl)cnc32)c1	-2	99	96	102	98	5
17	Cc1ccsc1/C=N/N1CCOCC1	-2	103	100	103	96	8
18	COc1ccc(NC(=O)c2ccccc2Sc2ccc(NC(C)=O)nc2)cc1	0	96	98	100	97	·
19	Cc1sc2nc(C3CC3)nc(SCC(=O)N3c4ccccc4CC3C)c2c1C (stereo not given)	-4	101	99	105	98	·
20	COc1ccc(CNC(=O)CSCc2cccc(Cl)c2)cc1	0	96	95	98	94	-31
21	CCCc1c(C)nn(-c2ncccc2[N+](=O)[O-])c1C	0	92	97	99	96	-2
22	O=C(COc1ccc(-c2ccccc2)cc1)N1CCCC1	0	98	102	100	98	-4
23	COC(=O)Nc1nnc(SCc2ccc(C)cc2)s1	-2	99	98	101	95	·
24	COc1ccc(-c2nc(C(F)(F)F)c(OC)o2)cc1OC	16	103	100	107	102	·

entry	Mcl1-Bid inh	Rab7 wt modul	Cdc42 wt GTP	Mcl1-Noxa inh	RGS8-Gao
13	-142	101	104	6	101
14	-10	105	97	4	110
15	-21	91	93	·	101
16	-9	99	99	-10	102
17	-33	110	100	11	102
18	-17	96	99	6	100
19	-28	98	100	8	101
20	-11	96	97	-16	100
21	-28	98	98	2	101
22	-5	97	99	16	100
23	12	98	97	26	104
24	-11	105	104	3	93

# Shown tab-delimited: 8 of the compounds above
cpd	SMILES	Mcl-1 Bim block	HRas wt GTP bind	Rab2 wt GTP	Rac1 wt modul	Rac1 mut GTP	Pf gametocyte	Mcl1-Bid inh	Rab7 wt modul	Cdc42 wt GTP	Mcl1-Noxa inh	RGS8-Gao
17	Cc1ccsc1/C=N/N1CCOCC1	-2	103	100	103	96	8	-33	110	100	11	102
18	COc1ccc(NC(=O)c2ccccc2Sc2ccc(NC(C)=O)nc2)cc1	0	96	98	100	97	·	-17	96	99	6	100
19	Cc1sc2nc(C3CC3)nc(SCC(=O)N3c4ccccc4CC3C)c2c1C (stereo not given)	-4	101	99	105	98	·	-28	98	100	8	101
20	COc1ccc(CNC(=O)CSCc2cccc(Cl)c2)cc1	0	96	95	98	94	-31	-11	96	97	-16	100
21	CCCc1c(C)nn(-c2ncccc2[N+](=O)[O-])c1C	0	92	97	99	96	-2	-28	98	98	2	101
22	O=C(COc1ccc(-c2ccccc2)cc1)N1CCCC1	0	98	102	100	98	-4	-5	97	99	16	100
23	COC(=O)Nc1nnc(SCc2ccc(C)cc2)s1	-2	99	98	101	95	·	12	98	97	26	104
24	COc1ccc(-c2nc(C(F)(F)F)c(OC)o2)cc1OC	16	103	100	107	102	·	-11	105	104	3	93

# Continued:
entry	mol	Mcl-1 Bim block	HRas wt GTP bind	Rab2 wt GTP	Rac1 wt modul	Rac1 mut GTP	Pf gametocyte
25	O=C(O)c1nc(-c2ccccc2)n(-c2ccccc2)n1	1	96	93	94	99	·
26	Cc1cc(-c2nn(-c3ccccc3F)cc2CN2CCCC(C(N)=O)C2)c(C)s1 (stereo not given)	0	96	96	98	98	3
27	O=C(NCCN1C(=O)C2C3C=CC(C3)C2C1=O)N1CCOCC1 (stereo not given)	1	103	105	106	101	·
28	Cc1ccc(OCC(=O)Nc2cccc(-c3nnc(-c4ccccc4)o3)c2)c(C)c1	-1	99	96	103	95	-13
29	CC(=O)C(Sc1ccc2nnc(-c3ccc(C)cc3)n2n1)C(C)=O	-2	97	94	99	95	·
30	CCn1c(COc2cccc(OC)c2)nnc1SCC(=O)Nc1cccc(OC)c1	-6	98	98	99	96	1
31	COCCCNC(=O)CCC(=O)NNc1nc2ccccc2c2nc(-c3ccccc3)nn12	-1	96	97	100	96	7
32	Nc1nc2c(s1)C(=O)CCC2	3	105	105	106	103	-19
33	NC(=O)c1c(NC(=O)CSc2nnc(-c3ccccc3)n2CC2CCCO2)sc2c1CCC2 (stereo not given)	0	99	98	96	95	·
34	COc1ccc(CC(=O)NCC(=O)N/N=C/c2ccc(C)o2)cc1	-3	97	100	102	98	·
35	Cc1ccccc1Nc1nc(-c2sc(NC(=O)c3ccc([N+](=O)[O-])cc3)nc2C)cs1	-5	101	100	100	99	·
36	CC(=O)Nc1ccccc1OC(C)C(=O)N1CCC(C)CC1 (stereo not given)	-2	97	95	99	94	-20

entry	Mcl1-Bid inh	Rab7 wt modul	Cdc42 wt GTP	Mcl1-Noxa inh	RGS8-Gao
25	-6	92	96	17	101
26	-34	96	96	9	103
27	0	104	106	-2	101
28	-5	101	100	-13	99
29	-33	95	96	18	100
30	-6	99	100	16	101
31	-18	98	100	12	104
32	-15	104	104	-1	100
33	-13	98	98	11	103
34	-22	99	99	18	101
35	-29	100	100	47	97
36	-30	96	99	13	100

# (next part)
entry	mol	Mcl-1 Bim block	HRas wt GTP bind	Rab2 wt GTP	Rac1 wt modul	Rac1 mut GTP	Pf gametocyte
37	Cc1ccc(-n2c(Cc3ccccc3)n[nH]c2=S)c(C)c1	0	94	94	94	93	-14
38	Cc1nc(-c2ccccc2)sc1C(=O)CSc1ccc(Cl)cc1	-3	94	92	88	90	-14
39	O=C(Nc1ccccc1Sc1ccccc1)C1CCCO1 (stereo not given)	-2	97	97	97	96	-12
40	O=C(Nc1ncc(C(F)(F)F)cc1Cl)c1ccc(S(=O)(=O)N2CCOCC2)cc1	0	99	99	98	96	-10
41	O=c1cc2c(nn1Cc1cccc([N+](=O)[O-])c1)-c1ccccc1CC2	0	96	96	98	95	2
42	Cc1ccc(NC(=S)N(CCCN(C)C)Cc2cc3cc4c(cc3[nH]c2=O)OCO4)c(C)c1	0	97	98	98	100	2
43	COc1ccc(OC)c(S(=O)(=O)NCCC2=CCCCC2)c1	1	102	99	102	98	·
44	O=C1C2CCCCC2C(=O)N1c1ccc(NC2CCN(Cc3ccccc3)CC2)c([N+](=O)[O-])c1 (stereo not given)	-4	91	94	93	93	-20
45	Cc1cccc(/C(N)=N/OC(=O)c2ccccc2Cl)c1	-2	95	96	99	96	-14
46	Cc1cc(C(=O)COC(=O)c2cc(Cl)ccc2N)c(C)n1Cc1ccco1	-2	100	101	100	100	2
47	COc1ccc(-c2nnn3c2nc(NCc2ccccc2)c2ccccc23)cc1	2	94	95	98	97	7
48	Cc1ccc(-c2cc(C(=O)N3CCN(c4ccc(F)cc4)CC3)c3ccccc3n2)o1	0	99	100	100	99	-10

entry	Mcl1-Bid inh	Rab7 wt modul	Cdc42 wt GTP	Mcl1-Noxa inh	RGS8-Gao
37	-15	92	96	22	93
38	4	90	91	64*	108
39	-13	96	99	10	93
40	-2	102	95	14	100
41	14	100	96	7	101
42	-28	97	99	22	99
43	-16	101	99	4	100
44	-10	93	91	11	110
45	-14	95	100	4	102
46	-79	96	97	10	103
47	-23	99	96	-5	100
48	-62	101	98	44	85

# Next section
entry	mol	Mcl-1 Bim block	HRas wt GTP bind	Rab2 wt GTP	Rac1 wt modul	Rac1 mut GTP	Pf gametocyte
49	Cc1cc(Nc2ccc(F)cc2F)n2nc(C)nc2n1	-1	101	102	103	100	·
50	COC(=O)C1=C(C)NC(=O)/C1=C\c1cc(C)n(-c2cc(C)cc(C)c2)c1C	-1	94	93	91	92	·
51	COc1ccc(/C=C/C(=O)N(C)C2CCCCC2)cc1Br	2	97	97	99	94	16
52	CCN(CC)C(=O)c1ccccc1NC(=O)c1cccc(S(=O)(=O)N(CC)CC)c1	3	101	102	107	99	-2
53	CC1(C)NC(=O)N(CCOc2ccc([N+](=O)[O-])cc2)C1=O	0	94	95	94	91	·
54	CC(=O)c1cccc(NC(=O)N2CCCC2C(=O)NCCC(C)C)c1 (stereo not given)	-5	?	?	?	?	·
55	CC[C@H](C)[C@@H]1NC(=O)c2cc([N+](=O)[O-])cc(F)c2NCCCC[C@@H](C(N)=O)NC(=O)[C@H](CCCCN)NC1=O	-3	97	99	101	98	9

entry	Mcl1-Bid inh	Rab7 wt modul	Cdc42 wt GTP	Mcl1-Noxa inh	RGS8-Gao
49	-4	106	99	1	102
50	-25	93	94	10	100
51	-22	108	99	8	101
52	-2	99	103	11	105
53	-4	96	95	2	96
54	-25	?	?	1	97
55	-1	91	101	11	104
